Screens (PubChem)
mHTT CaM bind = mHTT-calmodulin interaction abrogation; P42858; AlphaScreen His-mHTT/GST-CaM binding, luminescence; inhibition, % at 15 µM; 190,000 compounds, 3.6% hits; AID 1671202;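 also: 0% = both proteins with DMSO and 100% = one protein alone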
Target sequence (P42858 whole entry, looked up, stated change not applied): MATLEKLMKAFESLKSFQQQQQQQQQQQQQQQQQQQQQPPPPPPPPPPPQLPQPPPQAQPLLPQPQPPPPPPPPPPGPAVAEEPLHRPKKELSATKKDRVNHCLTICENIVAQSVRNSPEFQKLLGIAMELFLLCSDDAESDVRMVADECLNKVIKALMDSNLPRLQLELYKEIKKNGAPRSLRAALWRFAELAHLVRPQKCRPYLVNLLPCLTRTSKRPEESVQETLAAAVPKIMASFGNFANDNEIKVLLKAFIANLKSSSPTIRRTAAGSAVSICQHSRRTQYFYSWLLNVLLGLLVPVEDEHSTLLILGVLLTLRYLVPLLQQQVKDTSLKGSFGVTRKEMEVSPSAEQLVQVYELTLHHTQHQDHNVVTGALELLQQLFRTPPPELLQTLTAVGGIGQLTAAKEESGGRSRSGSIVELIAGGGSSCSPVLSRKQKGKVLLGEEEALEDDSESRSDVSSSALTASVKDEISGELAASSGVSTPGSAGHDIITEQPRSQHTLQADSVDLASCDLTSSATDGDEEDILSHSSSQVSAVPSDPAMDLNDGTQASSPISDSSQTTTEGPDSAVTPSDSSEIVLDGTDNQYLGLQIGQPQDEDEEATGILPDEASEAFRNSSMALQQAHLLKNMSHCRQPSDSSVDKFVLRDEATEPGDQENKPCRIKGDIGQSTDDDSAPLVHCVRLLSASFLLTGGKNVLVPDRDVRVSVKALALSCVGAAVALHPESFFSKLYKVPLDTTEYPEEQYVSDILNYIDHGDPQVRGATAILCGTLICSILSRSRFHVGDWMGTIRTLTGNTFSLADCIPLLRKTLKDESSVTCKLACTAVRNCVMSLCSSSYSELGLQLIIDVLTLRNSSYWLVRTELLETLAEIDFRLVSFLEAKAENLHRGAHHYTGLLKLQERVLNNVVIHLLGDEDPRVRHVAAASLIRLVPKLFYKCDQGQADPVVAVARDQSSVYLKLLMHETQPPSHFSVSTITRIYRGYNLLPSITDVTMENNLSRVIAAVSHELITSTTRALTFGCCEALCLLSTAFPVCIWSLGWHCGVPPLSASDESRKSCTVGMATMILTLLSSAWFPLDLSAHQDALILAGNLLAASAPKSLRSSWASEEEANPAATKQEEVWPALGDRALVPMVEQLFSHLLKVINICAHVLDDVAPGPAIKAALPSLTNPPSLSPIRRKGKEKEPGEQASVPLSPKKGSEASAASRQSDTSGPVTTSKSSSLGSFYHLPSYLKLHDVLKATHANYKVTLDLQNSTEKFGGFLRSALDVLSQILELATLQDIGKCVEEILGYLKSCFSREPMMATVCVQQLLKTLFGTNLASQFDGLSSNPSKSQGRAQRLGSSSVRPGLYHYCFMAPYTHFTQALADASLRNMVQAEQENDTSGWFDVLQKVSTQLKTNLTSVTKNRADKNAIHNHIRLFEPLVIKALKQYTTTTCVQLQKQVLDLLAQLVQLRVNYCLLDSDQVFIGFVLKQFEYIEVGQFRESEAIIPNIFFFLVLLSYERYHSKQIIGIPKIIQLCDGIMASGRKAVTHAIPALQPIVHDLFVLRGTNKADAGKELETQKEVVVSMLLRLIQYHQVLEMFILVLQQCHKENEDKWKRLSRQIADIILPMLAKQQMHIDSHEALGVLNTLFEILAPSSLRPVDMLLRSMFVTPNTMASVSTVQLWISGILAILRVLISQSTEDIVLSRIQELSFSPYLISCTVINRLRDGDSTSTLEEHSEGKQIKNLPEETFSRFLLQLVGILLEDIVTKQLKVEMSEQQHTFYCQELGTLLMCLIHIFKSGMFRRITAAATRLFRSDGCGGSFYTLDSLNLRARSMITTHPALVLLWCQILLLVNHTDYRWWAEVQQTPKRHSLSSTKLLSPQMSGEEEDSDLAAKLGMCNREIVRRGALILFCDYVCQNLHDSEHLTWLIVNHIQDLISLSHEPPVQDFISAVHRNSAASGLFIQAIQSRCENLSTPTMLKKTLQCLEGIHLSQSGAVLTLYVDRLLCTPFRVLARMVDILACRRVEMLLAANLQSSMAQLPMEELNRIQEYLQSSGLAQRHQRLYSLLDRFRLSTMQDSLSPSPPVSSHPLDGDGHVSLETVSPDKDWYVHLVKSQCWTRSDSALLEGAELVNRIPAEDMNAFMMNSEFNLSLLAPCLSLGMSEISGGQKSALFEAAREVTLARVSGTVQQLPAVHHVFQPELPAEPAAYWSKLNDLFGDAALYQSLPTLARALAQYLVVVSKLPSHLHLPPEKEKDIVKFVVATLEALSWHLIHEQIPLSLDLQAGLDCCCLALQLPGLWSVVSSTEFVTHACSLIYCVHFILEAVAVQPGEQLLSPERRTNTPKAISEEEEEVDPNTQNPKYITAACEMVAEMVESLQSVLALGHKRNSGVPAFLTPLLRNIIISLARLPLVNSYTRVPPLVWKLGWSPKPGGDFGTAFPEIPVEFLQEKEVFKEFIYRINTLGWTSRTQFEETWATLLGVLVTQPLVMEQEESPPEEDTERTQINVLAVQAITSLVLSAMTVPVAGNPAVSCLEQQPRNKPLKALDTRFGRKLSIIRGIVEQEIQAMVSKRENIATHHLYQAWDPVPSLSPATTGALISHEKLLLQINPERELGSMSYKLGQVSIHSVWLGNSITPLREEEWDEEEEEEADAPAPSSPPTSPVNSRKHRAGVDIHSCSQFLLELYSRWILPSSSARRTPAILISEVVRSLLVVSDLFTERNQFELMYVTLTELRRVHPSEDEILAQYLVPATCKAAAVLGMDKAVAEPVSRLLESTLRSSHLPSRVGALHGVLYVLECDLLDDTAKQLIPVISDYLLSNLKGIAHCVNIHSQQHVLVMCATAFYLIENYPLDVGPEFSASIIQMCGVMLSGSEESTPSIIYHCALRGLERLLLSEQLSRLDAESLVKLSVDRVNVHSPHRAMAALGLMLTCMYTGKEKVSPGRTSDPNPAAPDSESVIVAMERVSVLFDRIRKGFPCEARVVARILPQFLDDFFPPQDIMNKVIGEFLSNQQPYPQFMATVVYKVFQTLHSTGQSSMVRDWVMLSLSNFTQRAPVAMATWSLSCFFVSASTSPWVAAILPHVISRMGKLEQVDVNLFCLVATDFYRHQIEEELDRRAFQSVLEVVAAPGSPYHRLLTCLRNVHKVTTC
Pf apPOL inh = Pf-apPOL DNA polymerase inhibition; Recombinant Pf-apPOL, molecular beacon fluorescence, 1.5 h; inhibition, % at 10 µM; 210,000 compounds, 0.25% hits
Active calls of the source: *; · = not tested or not shown; & = joins results of further samples. Rule as the data show it: active = inhibition above about 50%; inactive = the rest. Compounds were not picked by outcome; overall some 3.5% were active at least once.

SMILES | mHTT CaM bind | Pf apPOL inh
COc1ccc(OC)c(C(=O)CC2OC(=O)c3ccccc32)c1 (stereo not drawn) | -1 | -6
NC(=O)C1CCN(C(=O)c2ccccc2NC(=O)c2ccc(Br)cc2)CC1 | 2 | -15
O=C(NCc1cccs1)c1cccc2cnccc12 | -8 | -1
COc1ccc(NC(=O)C2CC(=O)N(c3ccc4oc(C)nc4c3)C2)cc1 (stereo not drawn) | 2 | -4
NC(=O)C1CCN(Cc2cccc(Br)c2)CC1 | -1 | 11
COc1ccc(Cl)cc1NC(=O)c1c(NCc2cccs2)sc2c1CCC2 | 26 | -15
O=C1NC(=O)/C(=C/c2cc([N+](=O)[O-])ccc2Cl)S1 | 3 | 0
CCCCCC(=O)N1C[C@@H](n2cc(COC(=O)c3ccccc3)nn2)[C@H](O)C[C@@H]1c1ccc(OC)cc1 | 16 | 0
O=C(CSc1cccc2cccnc12)NC1CCCCC1 | 16 | -2
CN1C(=O)C2(CCN(S(=O)(=O)c3ccc(C#N)cc3)C2)c2ccccc21 (stereo not drawn) | 12 | -3
O=C(NCCOc1cc(N2CCCC2)ncn1)Nc1ccc(Cl)c(Cl)c1 | 1 | -14
CCc1ccc(CNC(=O)c2cccc(C3CCCN(C(=O)NC(C)C)C3)c2)cc1 (stereo not drawn) | 2 | -4
Cc1ccc(NC(=O)N2CCC(c3nc4ccccc4[nH]3)CC2)cc1C | -8 | -7
CCN(CC)CCNC(=O)c1ccc(Cn2nnc3ccccc3c2=O)cc1 | 6 | -6
CS(=O)(=O)N1CCN(c2ccc([N+](=O)[O-])c(SCc3ccco3)c2)CC1 | 22 | -6
O=c1c2c(nc3cc(-c4ccccc4)[nH]n13)CN(S(=O)(=O)c1ccc3c(c1)CCC3)CC2 | -6 | -2
COc1cccc2cc(-c3nnc(-c4cccc(F)c4)o3)c(=O)oc12 | 4 | -2
CC=CC=NNC(=O)OCC | · | 0
CC1(C)OC(=O)C(=CNc2ccc(Cl)cn2)C(=O)O1 | · | 4
CC(C)NC(=O)c1ccccc1NC(=O)Nc1ccccc1 | 2 | -3

Looked up above:
Pf apPOL inh with `O=C1NC(=O)/C(=C/c2cc([N+](=O)[O-])ccc2Cl)S1` reads 0
mHTT CaM bind with `Cc1ccc(NC(=O)N2CCC(c3nc4ccccc4[nH]3)CC2)cc1C` reads -8
Pf apPOL inh with `O=C(NCc1cccs1)c1cccc2cnccc12` reads -1

(more compounds)
SMILES | mHTT CaM bind | Pf apPOL inh
O=C(Nc1cccnc1)c1coc(=O)c2ccccc12 | 4 | -4
O=C(Nc1nc(CCC(=O)N2CCc3ccccc32)cs1)c1ccc(Cl)cc1 | -4 | 3
CN(C)c1ccc(C=NCC23CCC4CC(CC(C4)C2)C3)cc1 | 1 | -2
Cc1n[nH]c(=O)c2[nH]c(-c3ccncc3)nc12 | -8 | ·
O=C(c1ccc(Br)o1)N1CCC(c2ccncc2)CC1 | -8 | -1
CCOc1ccc(-c2ccc(=O)n(CCNS(=O)(=O)c3c(C)noc3C)n2)cc1 | 4 | -11
CSc1nc(N)nc(SCC(=O)Nc2ccccc2C)c1C#N | 3 | -10
CSc1ncccc1C(=O)N1CCC2(CC1)OCCN2S(=O)(=O)c1ccc(C)cc1 | -13 | -8
COc1cccc(-n2nc(C(=O)Nc3cccc(C(F)(F)F)c3)c3ccccc3c2=O)c1 | -11 | -3
COc1cc(C(=O)NC2CCCCC2)c([N+](=O)[O-])cc1OC | -11 | 4
COc1ccc(OC)c(C2NC(=O)c3c(sc4c3CCN(C)C4)N2)c1 (stereo not drawn) | 1 | -9
Cc1noc(C)c1S(=O)(=O)N1CCCC(c2nc(CNC(=O)C(C)C)cs2)C1 (stereo not drawn) | 8 | 1
CC(=O)NCC(=O)N(C)C1(C(=O)NC2CCCCC2)CCCCC1 | 1 | -1
O=C1NC2CC2N1C(=O)OCc1ccccc1 (stereo not drawn) | · | 3
O=C1C2C3C=CC(CO)(O3)C2C(=O)N1c1ccc(Cl)cc1 (stereo not drawn) | -2 | -3
COc1ccc(C2=N/C(=C\c3ccc(Cl)cc3)C(=O)O2)cc1Br | 0 | -1
CC(C)C1NC(C(=O)O)Cc2c1[nH]c1ccccc21 (stereo not drawn) | · | -14
CC1CCCC(C)N1CCNC(=O)C1CCN(S(=O)(=O)N2CCCCC2)CC1 (stereo not drawn) | -7 | -9
COc1ccc(CSc2nnc(-c3ccco3)n2-c2ccccc2)cc1F | 2 | -28
COc1ccccc1NS(=O)(=O)c1cccc(C(=O)Nc2ccccc2[N+](=O)[O-])c1 | 26 | 0

Shown with tabs: entries from further up.
smiles	mHTT CaM bind	Pf apPOL inh
COc1cc(C(=O)NC2CCCCC2)c([N+](=O)[O-])cc1OC	-11	4
CN(C)c1ccc(C=NCC23CCC4CC(CC(C4)C2)C3)cc1	1	-2
CSc1ncccc1C(=O)N1CCC2(CC1)OCCN2S(=O)(=O)c1ccc(C)cc1	-13	-8
COc1ccc(OC)c(C2NC(=O)c3c(sc4c3CCN(C)C4)N2)c1 (stereo not drawn)	1	-9

Remaining list, next part
SMILES | mHTT CaM bind | Pf apPOL inh
CCCc1cc(=O)oc2cc(OC(=O)C=Cc3cccs3)ccc12 | · | 4
Cc1ccc(NS(=O)(=O)c2ccc(Br)cc2)cc1[N+](=O)[O-] | 8 | -6
CCCNC(=O)c1nc2cccnc2n(C)c1=O | -3 | -2
O=C(Cc1ccccc1)NC(c1ccccc1Cl)c1ccc2cccnc2c1O (stereo not drawn) | 100* | 2&-7
CCNC(=O)c1nc2ccccc2n(CC)c1=O | 1 | -1
CC(C)C(C(=O)Nc1ccc(F)cc1)N1C(=O)c2ccccc2C1=O (stereo not drawn) | -3 | -16
CCCCc1nc(SCC(=O)Nc2cc(C)on2)n[nH]1 | -4 | -1
CC(C)Cc1ccc(S(=O)(=O)N2CCC(CN3CCC(C)CC3)CC2)cc1 | -30 | 1
Cc1nc([N+](=O)[O-])cn1CCc1noc(-c2ccsc2)n1 | · | 1
O=c1oc2ccccc2cc1-c1nnc(-c2ccccc2O)o1 | 4 | 3
CCN(C)Cc1nc2scc(-c3ccccc3F)c2c(=O)[nH]1 | 0 | -8
Cc1ccc(/C=C2\SC(=O)N(CNc3ccc(C)c(C)c3)C2=O)o1 | 9 | -13
COc1ccc(S(=O)(=O)N2CCC(c3noc(-c4ccccc4)n3)CC2)cc1OC | 0 | -2
N#Cc1ccc(Cl)cc1NC(=O)C1CCN(c2ccc(-c3cccs3)nn2)CC1 | -16 | -5
Cc1ccc(S(=O)(=O)c2nc(-c3ccco3)oc2SCC(=O)NC2CCCCC2)cc1 | 12 | -2
CCN(CC)C(=S)SCC(=O)NC12CC3CC(CC(C3)C1)C2 | -13 | ·
COc1ccc(-c2noc(C3CCCN3C(=O)Nc3ccc(OC)c(Cl)c3)n2)cc1 (stereo not drawn) | 6 | -6
Nc1cc(=O)nc(SCC(=O)Nc2ccc(Cl)cn2)n1-c1ccccc1 | -4 | -1
CCC(CC)C(=O)N1CCC(N2CCN(CC)C2=O)CC1 | -11 | -3
COc1ccc(/C=C2\SC(=O)N(Cc3ccccc3)C2=O)cc1 | -4 | -4
CCNC(=O)C1=CCN(C(=O)Nc2ccccc2)CC1 | 3 | 1
CCOC(=O)CSCC(=O)c1ccc(OCc2ccc([N+](=O)[O-])cc2)cc1 | · | 9
CCCn1ncc(N2CCC(C(=O)NC(CC)CC)CC2)cc1=O | -10 | -7
Cc1cc(OCC(=O)Nc2ccccc2Br)nc(N2CCCCC2)n1 | -9 | -1
O=C1CC(c2ccccc2)CC2=C1C(c1ccc(F)cc1)Nc1ccccc1N2 (stereo not drawn) | 11 | -13
Cc1nnsc1C(=O)Nc1nc(-c2ccc3c(c2)OCO3)cs1 | -6 | -3
O=C(CSC1=NCCS1)N1CCCc2ccccc21 | 5 | -6
COc1cccc(-c2nc(C=Nc3cccc(C(F)(F)F)c3)c(O)o2)c1 | 15 | -2
Cc1cccc(N2C(=O)NC(=O)/C(=C\c3cc4c(cc3Cl)OCO4)C2=O)c1 | 5 | -2
CCCc1nnsc1C(=O)Nc1nnc(-c2ccccc2OC)o1 | -4 | -8
O=C(C1CC1)N1N=C(c2cccc(Br)c2)CC1(O)C(F)(F)F (stereo not drawn) | -17 | 0
O=C(NCc1n[nH]c(=O)c2ccccc12)c1ccc[nH]c1=O | -13 | 30
O=S(=O)(Nc1ccc(F)cc1)c1ccc2nc(-c3ccccc3)[nH]c2c1 | 1 | -7
COc1cccc(CNC(=O)c2cn3c(n2)COCC3)c1 | -5 | -9
COc1ccccc1C(=O)Nc1ccccc1C(C)C | -22 | -4
O=C1c2ccccc2NC(c2ccc3c(c2)OCO3)N1c1ccccc1 (stereo not drawn) | -6 | -1
Cc1ccc(C)c(OC(C)C(=O)NCCOc2cc(N3CCCC3)ncn2)c1 (stereo not drawn) | -10 | -6
Cc1ccc(NC(=O)Cn2c(N3CCCCC3)nc(C)cc2=O)cc1 | -8 | -1
COc1c(S(=O)(=O)N2CCN(Cc3ccccc3)CC2)ccc(Cl)c1Cl | 18 | -8
COc1ccc(C(=O)N2CCc3c(c(-c4nc(C)no4)nn3C)C2)cc1 | 2 | -1
COc1ccc(Cl)cc1NC(=O)N1CCCC(C)(C(=O)NCc2ccc(C)cc2)C1 (stereo not drawn) | 8 | -6
Cc1ccc(-n2cc3c(=O)n(C)c(=O)n(C)c3c2)c(C)c1 | 4 | -2
COc1cc(C2=NOC(C(=O)N(C)c3ccccc3)C2)cc(OC)c1OC (stereo not drawn) | 7 | -6
Cc1ccc(-c2cn3c(n2)N(C(=O)c2sc(C)nc2C)CCC3)cc1 | 11 | 3
O=S(=O)(CCOc1ccccc1)N1CCOCC1 | -6 | -1
O=[N+]([O-])c1c(Sc2ncnc3nc[nH]c23)ccc2nsnc12 | 2 | 0
C=CCn1c(SC(C(=O)c2ccccc2)c2ccccc2)nnc1-c1cccc([N+](=O)[O-])c1 (stereo not drawn) | 3 | -3
O=[N+]([O-])c1ccc(S(=O)(=O)N2CCCC2)cc1 | · | -11
O=C1C(NS(=O)(=O)c2ccc(C(F)(F)F)cc2)CCN1c1ccc(F)cc1 (stereo not drawn) | -10 | -4
Cc1cc(C)c(C#N)c(SCS(=O)Cc2ccc(Cl)cc2)n1 (stereo not drawn) | 0 | 0
CCCOc1ccc(C(=O)N2CCN(c3ccc([N+](=O)[O-])cc3)CC2)cc1 | 1 | -8
Cn1cnc2c1CN(C(=O)c1ccc(Br)o1)CC2 | 0 | 0
O=C(NCCSc1c[nH]c2ccccc12)c1ccc(Br)cc1 | 9 | -4
O=C(CCS(=O)(=O)Cc1ccccc1F)NCc1ccc(F)cc1 | -2 | -13
CCOc1cccc(OCCOCCn2cnc3ccccc3c2=O)c1 | -4 | -2
O=[N+]([O-])c1ccc(N2CCN(c3ccc(Cl)nn3)CC2)cc1NCc1cccnc1 | 9 | 9
O=C(COc1ccccc1Cl)N1CCN(c2ccc(F)cc2)CC1 | -11 | 2
COCn1c(COc2cc(C)ccc2C(C)C)nc2ccccc21 | -23 | -4
Cc1ccccc1N1CCN(C(=O)CCC2CCN(c3cc(NC4CC4)ncn3)CC2)CC1 | 30 | 2
CN1C(=O)c2ccccc2Sc2cc(NC(=O)C3CC(=O)N(c4ccccc4)C3)ccc21 (stereo not drawn) | 11 | -4

Next results
SMILES | mHTT CaM bind | Pf apPOL inh
CCN(C(=O)C1CCCN(c2ncnc3c2nc2n3CCCCC2)C1)c1cc(C)ccc1C (stereo not drawn) | 20 | 2
C=C(C)Cn1c(C(C)NC(=O)c2ccc(Cl)cc2)nc2ccccc21 (stereo not drawn) | 2 | 7
O=C(Cc1csc(NC(=O)c2ccco2)n1)NCc1cccs1 | -4 | 3
Cc1cc(=O)n2c3ccccc3n(CC(O)CN3CCN(CCO)CC3)c2c1C#N (stereo not drawn) | 4 | -2
CC(=O)N1CCc2cc(Br)cc(S(=O)(=O)Nc3ccc(C)c(Cl)c3)c21 | 5 | -6
COc1ccc(NC(=O)C2CCCN(c3cn[nH]c(=O)c3)C2)c(C)c1 (stereo not drawn) | 4 | -1
N#CC(=CNc1cc(C(F)(F)F)cc(C(F)(F)F)c1)C(=O)Nc1ccc(F)c(Cl)c1 | · | 0
Cc1ccc(-n2cc(C(=O)N3CCCC3)c3ccccc3c2=O)cc1C | 10 | -6
O=C(C1CCN(c2cc(N3CCCCC3)ncn2)CC1)N1CCC2(CC1)OCCO2 | -1 | -4
C=CCn1c(SCC(=O)Nc2ccc(F)cc2)nnc1-c1cccc(OC)c1 | -2 | -11
O=C1C(=O)N(CCO)C(c2ccc(Br)cc2)C1=C(O)c1ccccc1 (stereo not drawn) | -3 | -2
COc1ccc(-c2c3c(=O)n(C)c(=O)n(C)c3c3c(-c4ccccc4)cc(C)nn23)cc1 | 15 | -7
Cc1ccc(C(=O)N2CCCC2)cc1[N+](=O)[O-] | -12 | -4
Cc1ccc(N2CC(C(=O)NCCC(C)C)CC2=O)cc1 (stereo not drawn) | -4 | 1
Cc1cc(O)c(CN2CCOCC2)c2c1C(=O)C(=Cc1ccc(Cl)cc1)O2 | 0 | -5
Cc1cc(C2C(C#N)=C(N)N(c3ccc(F)cc3)C3=C2C(=O)CCC3)c(C)s1 (stereo not drawn) | 12 | -2
CCCc1[nH]nc2c1C1(C(=O)Nc3ccc([N+](=O)[O-])cc31)C(C#N)=C(N)O2 (stereo not drawn) | 1 | -4

Looked up by structure from the list above (seven):
SMILES | mHTT CaM bind | Pf apPOL inh
Cc1cc(O)c(CN2CCOCC2)c2c1C(=O)C(=Cc1ccc(Cl)cc1)O2 | 0 | -5
CC1CCCC(C)N1CCNC(=O)C1CCN(S(=O)(=O)N2CCCCC2)CC1 (stereo not drawn) | -7 | -9
CCN(CC)C(=S)SCC(=O)NC12CC3CC(CC(C3)C1)C2 | -13 | ·
O=S(=O)(CCOc1ccccc1)N1CCOCC1 | -6 | -1
CCCNC(=O)c1nc2cccnc2n(C)c1=O | -3 | -2
Cn1cnc2c1CN(C(=O)c1ccc(Br)o1)CC2 | 0 | 0
O=c1oc2ccccc2cc1-c1nnc(-c2ccccc2O)o1 | 4 | 3
